High-throughput results from PubChem BioAssay.
PLCg1 inh: blocks human PLC-gamma1 enzyme activity; P19174; purified PLC-gamma1, fluorogenic substrate, fluorescence; inhibition, % at 12.2 µM; hit rate 0.84% among 370,000; in the data active means inhibition above about 9.5%
hgDAF-12 ag: activates the H. glycines DAF-12 receptor ligand-binding domain; activation, % at 6.8 µM; hit rate 1.8% among 370,000; AID 687014; HEK293 GAL4-hgDAF12 UAS-luciferase reporter, agonist luminescence; normalized to butyrate control;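 active means activation above a cutoff set at the mean of all screened compounds plus 3 SD, cut at about 10% in these data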;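 further: 0% = DMSO wells and 100% = sodium butyrate wells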
FXN GAA850 act: increases GAA850 frataxin promoter reporter activity. HEK293 lucGAA850 FXN promoter luciferase reporter, 24 h; percent of 10 µM SAHA response. activation, % at 6 µM. hit rate 0.56% among 360,000;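 active means activation above the average of all compounds screened plus 3 SD, cutoff fixed separately per campaign, cut at about 7.5% in these data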;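 further: 0% = DMSO wells and 100% = 10 µM SAHA wells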
sPLA2-III inh: Blocks human group III sPLA2 activity; Q9NZ20; QFRET BODIPY PC-A2 liposome hydrolysis, fluorescence; hit rate 0.56% among 370,000; AID 743126; inhibition, % at 12.2 µM;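 active means inhibition above mean plus 3 SD of compounds lying within the high and low control bounds, cut at about 19% in these data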;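 further: 0% = median of test compound wells and 100% = no enzyme DMSO wells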
hcDAF-12 act: activators of H. contortus DAF-12 nuclear receptor. hit rate 1.4% among 370,000. HEK293 hcDAF-12 lit1-tk-luc reporter, luminescence; 0% DMSO, 100% Δ7-dafachronic acid. activation, % at 6.8 µM;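 active means activation above the mean of all tested compounds plus 3 SD, cut at about 5.5% in these data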;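 further: 100% = response to 3 µM Δ7-dafachronic acid high control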
ADAM17 inh: inhibitors of human ADAM17 | P78536 | AID 720648 | hit rate 0.83% among 370,000 | recombinant ADAM17, EDANS/DABCYL FRET peptide cleavage | inhibition, % at 6.95 µM;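 active means inhibition above the mean of compounds lying between control limits plus 3 SD, set per campaign, cut at about 8.5% in these data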;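 further: 0% = DMSO-only wells as the low control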
ssDAF12 agonist: S. stercoralis DAF-12 activation, primary screen; activation, % at 6.8 µM; AID 652126; hit rate 1% among 370,000; HEK293 ssDAF-12/GRIP1 lit1-tk-luc reporter, luminescence; % of 3 µM dafachronic acid response;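 active means activation above the mean over all tested compounds plus 3 SD, cut at about 0.9% in these data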;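 further: 0% = DMSO-only wells and 100% = 3 µM delta7-dafachronic acid wells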
ADAM10 inh: ADAM10 inhibition, QFRET primary screen | O14672 | recombinant ADAM10, EDANS/DABCYL FRET peptide cleavage, 3 h | inhibition, % at 7 µM | hit rate 0.62% among 370,000 | AID 720582;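 active means inhibition above a per-campaign cutoff equal to the mean of compounds falling between control-based bounds plus 3 SD, cut at about 20% in these data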;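 further: 0% = DMSO wells while the 100% control is not disclosed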
Target sequence (O14672 214-748 limits assumed): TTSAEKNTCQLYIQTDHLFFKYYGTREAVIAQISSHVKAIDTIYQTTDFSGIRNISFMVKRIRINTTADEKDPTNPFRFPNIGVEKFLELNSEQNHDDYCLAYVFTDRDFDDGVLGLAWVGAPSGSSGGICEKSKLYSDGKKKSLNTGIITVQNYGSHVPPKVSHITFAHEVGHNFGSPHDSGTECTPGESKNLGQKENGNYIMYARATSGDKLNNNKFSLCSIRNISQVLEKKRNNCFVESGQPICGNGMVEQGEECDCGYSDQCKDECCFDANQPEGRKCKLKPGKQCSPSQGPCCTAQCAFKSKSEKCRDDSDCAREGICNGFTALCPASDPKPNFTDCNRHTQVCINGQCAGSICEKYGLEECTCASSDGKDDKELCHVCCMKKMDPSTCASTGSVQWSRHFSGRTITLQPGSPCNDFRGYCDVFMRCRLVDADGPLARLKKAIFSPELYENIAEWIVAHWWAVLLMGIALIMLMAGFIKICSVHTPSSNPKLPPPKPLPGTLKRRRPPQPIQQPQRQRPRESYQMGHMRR
DAX1 inh-1: NR0B1 (DAX1) inhibition. P51843. HEK293 Gal4-DAX1 luciferase reporter, luminescence. inhibition, % at 6.75 µM. hit rate 0.99% among 340,000. AID 504766;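 active means inhibition above the mean over all tested compounds plus 3 SD, cut at about 4.2% in these data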;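 further: 0% = DAX1-transfected cells with DMSO and 100% = empty-vector control cells with DMSO; inhibition shows as a rise in luminescence from relieved DAX1 repression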
Target sequence (P51843 207-470 limits assumed): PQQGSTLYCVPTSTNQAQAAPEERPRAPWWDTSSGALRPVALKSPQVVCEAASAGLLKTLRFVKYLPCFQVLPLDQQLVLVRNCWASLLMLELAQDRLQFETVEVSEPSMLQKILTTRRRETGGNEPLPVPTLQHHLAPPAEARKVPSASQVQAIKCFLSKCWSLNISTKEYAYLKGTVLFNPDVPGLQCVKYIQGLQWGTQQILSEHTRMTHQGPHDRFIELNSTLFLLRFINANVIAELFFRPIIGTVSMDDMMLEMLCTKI
PLC-beta3 inh: PLC-beta3 (human) inhibition, primary screen; Q01970; hit rate 0.18% among 370,000; inhibition, % at 12.2 µM; AID 720704; Purified PLC-beta3, fluorogenic substrate, fluorescence; in the data active means inhibition above about 11%;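 further: 0% = median of compound wells on plate and 100% = full blocker control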
DAX1 inh-2: inhibitors of DAX1 repression of SF-1 activated StAR promoter; HEK293T StAR-luciferase reporter, SF-1/DAX-1 repression relief; inhibition, % at 6.8 µM; hit rate 1.1% among 370,000; AID 652010;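 active means inhibition above the mean over all tested compounds plus 3 SD, cut at about 3.6% in these data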;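 further: 0% = DAX-1 cells with DMSO and 100% = cells lacking DAX-1 with DMSO; higher inhibition means more luminescence from relief of DAX-1 repression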
* marks the source's active call; other numbers are inactive results; . = no result given. Rows were taken by chance; 6.9% or so of the library scored in one or more.

Start of the data: the first 2 compounds, ahead of the listing:
SMILES | PLCg1 inh | hgDAF-12 ag | FXN GAA850 act | sPLA2-III inh | hcDAF-12 act | ADAM17 inh | ssDAF12 agonist | ADAM10 inh | DAX1 inh-1 | PLC-beta3 inh | DAX1 inh-2
CC(=O)c1ccc(NC(=O)C2C3C=CC(C3=C(c3ccccc3)c3ccccc3)C2C(=O)O)cc1 (configuration not stated) | 6.3 | -1.0 | 1.2 | -3.4 | -2.7 | 3.0 | -1.1 | 5.4 | -1.5 | -4.1 | -0.3
COc1ccc(C(CC(=O)O)NC(=O)Nc2ccccc2)cc1OC (configuration not stated) | 0.4 | 3.0 | -0.8 | 2.0 | -0.3 | 0.9 | -1.6 | 3.1 | -1.4 | -4.9 | -0.2

The list itself, previewed entries included:
SMILES | PLCg1 inh | hgDAF-12 ag | FXN GAA850 act | sPLA2-III inh | hcDAF-12 act | ADAM17 inh | ssDAF12 agonist | ADAM10 inh | DAX1 inh-1 | PLC-beta3 inh | DAX1 inh-2
CC(=O)c1ccc(NC(=O)C2C3C=CC(C3=C(c3ccccc3)c3ccccc3)C2C(=O)O)cc1 (configuration not stated) | 6.3 | -1.0 | 1.2 | -3.4 | -2.7 | 3.0 | -1.1 | 5.4 | -1.5 | -4.1 | -0.3
COc1ccc(C(CC(=O)O)NC(=O)Nc2ccccc2)cc1OC (configuration not stated) | 0.4 | 3.0 | -0.8 | 2.0 | -0.3 | 0.9 | -1.6 | 3.1 | -1.4 | -4.9 | -0.2
Cc1cccc(N=C2NC(=O)/C(=C\c3cccs3)S2)c1 | -5.3 | -0.9 | 3.6 | -26.5 | -0.7 | 0.6 | -1.5 | -2.1 | 0.4 | -2.2 | -0.4
COc1ccccc1C(=O)Nc1ccc2c(c1)CCCN2C(=O)c1cccs1 | 2.8 | -3.5 | 1.5 | 2.5 | -2.6 | 3.9 | -2.0 | 1.2 | -0.6 | -4.2 | -5.6
CC1(c2cccc(Br)c2)NC(=O)N(CC(=O)N2CCc3ccccc32)C1=O (configuration not stated) | -2.0 | 1.8 | 0.1 | -2.7 | -0.1 | -1.4 | -0.9 | -7.5 | -1.0 | -2.9 | 0.4
Cc1ccc(-c2nc3cc(C)c(Br)c(C)n3c2CC2CCCCC2)cc1 | -7.5 | 6.9 | . | -2.0 | 7.7* | -3.2 | 1.7* | -1.6 | . | -13.4 | 1.5
O=C(NCc1ccccn1)Nc1cc(Cl)ccc1Cl | -6.5 | -1.6 | 3.2 | 4.0 | -0.9 | 0.5 | -1.5 | -4.5 | 0.3 | -8.0 | -0.7
O=C(Nc1cccc(NC(=O)c2ccc([N+](=O)[O-])o2)c1)c1ccco1 | 1.2 | -5.2 | -1.3 | -1.3 | -2.5 | -1.8 | -1.2 | 0.3 | -2.2 | -4.7 | -1.7
c1ccc2c(c1)Cc1ccccc1O2 | 2.7 | -1.2 | -0.1 | -0.9 | -1.4 | -1.8 | -1.0 | -5.0 | -0.6 | 3.9 | 0.3
CC(=O)Nc1ccc(-c2nnc(SCc3c(C)cc(C)cc3C)n2C)cc1 | 1.1 | -3.7 | 1.2 | -8.8 | -2.3 | -0.5 | -1.7 | 1.2 | 1.5 | -2.4 | -0.7
COc1ccc(N(Cc2ccccc2)C(=O)CSc2nnc(Cn3nnc4ccccc43)o2)cc1 | -1.6 | -3.3 | -0.1 | -18.1 | -3.0 | -2.9 | -1.3 | -3.4 | -1.8 | -2.5 | -1.1
CC(C)(C)NC(=O)[C@H]1CC[C@H]2[C@@H]3CC[C@H]4NC(=O)C=C[C@]4(C)[C@H]3CC[C@]12C | 0.3 | 0.0 | -2.0 | 2.3 | -0.1 | -1.9 | -1.0 | 2.8 | 0.2 | 4.2 | -1.0
CC1(C)Cc2nc3oc4c(NCc5ccccc5)ncnc4c3cc2CO1 | -41.0 | -1.1 | 1.2 | -0.9 | -1.2 | -52.5 | -0.9 | -228.4 | -1.9 | -57.8 | 0.3
CC1(C)CC(=O)C2=C(C1)NC(=O)NC2c1ccc(Cl)cc1 (configuration not stated) | -7.8 | 2.2 | -2.0 | 2.4 | -0.4 | -7.7 | -1.1 | -17.4 | -1.2 | -12.1 | 0.0
Cc1c(C(=O)N2CCCCC2)oc2ccc(Br)cc12 | -6.7 | 11.2* | 2.0 | 4.3 | 1.1 | -1.6 | 0.7 | -8.2 | 0.3 | -8.8 | 5.5*
Cc1cc(C)n2nc(S(=O)(=O)N(CC(C)C)CC(C)C)nc2n1 | 1.0 | -0.4 | 0.5 | 0.8 | -0.9 | -3.9 | 1.0* | -13.1 | 0.9 | 0.1 | 0.9
CCCCN(CCCC)CC(O)COc1ccccc1Br (configuration not stated) | 6.1 | 4.6 | -3.0 | 7.1 | 0.0 | 3.3 | -0.2 | -2.2 | 0.0 | 3.9 | 0.0
c1ccc(C2=NOC(c3nnc(-c4ccccc4)o3)C2)cc1 (configuration not stated) | 1.6 | 0.5 | 0.0 | 1.3 | -2.4 | 0.1 | -1.7 | -1.4 | 1.0 | 1.4 | -0.4
COc1ccccc1CNC(=O)c1ccccc1C(=O)NC(C)(C)C(=O)NCc1ccccc1OC | 1.0 | 1.6 | -2.5 | 10.8 | -0.8 | -2.8 | -1.1 | 4.6 | -0.3 | -9.3 | -0.2
CC(=O)Nc1ccc(NC(=O)C2CCC(CNS(=O)(=O)c3cccc4nsnc34)CC2)cc1 (configuration not stated) | -1.5 | -2.9 | -0.9 | -4.6 | 0.0 | -1.6 | -0.8 | 1.2 | 0.6 | 4.6 | 0.2
CCOC(=O)C1=C(N)OC2=C(C(=O)CC(C)(C)C2)C1c1cc(CSc2nnnn2C)cs1 (configuration not stated) | -1.7 | 2.5 | 1.0 | -1.0 | -0.5 | -2.3 | -1.3 | 2.7 | 0.5 | 1.2 | -1.1
CC(C)NC(=O)C1(C)CCN1CCC(=O)c1ccccc1 (configuration not stated) | 0.3 | -0.1 | 1.7 | 10.1 | -1.2 | -5.5 | -1.4 | -12.3 | . | 1.6 | 0.6
C[C@H](NC(=O)c1nc[nH]c1C(=O)OCc1ccccc1)c1ccccc1 | -1.1 | 0.6 | 2.7 | 2.8 | -0.6 | -0.2 | -1.6 | -1.2 | 1.4 | 0.8 | -0.1
CCCCCCC(C)n1[nH]c(=O)cc1N (configuration not stated) | 1.2 | -2.0 | 1.4 | 9.6 | 0.6 | -5.6 | -1.2 | -11.3 | 0.0 | -3.0 | 0.8
O=C(CSc1nc2ccccc2o1)N1N=C(c2cccs2)CC1c1ccc(F)cc1 (configuration not stated) | 6.9 | 0.2 | 2.2 | -4.8 | -0.5 | -0.7 | -0.9 | -2.1 | -1.1 | 0.6 | -0.5
(listing goes on)
SMILES | PLCg1 inh | hgDAF-12 ag | FXN GAA850 act | sPLA2-III inh | hcDAF-12 act | ADAM17 inh | ssDAF12 agonist | ADAM10 inh | DAX1 inh-1 | PLC-beta3 inh | DAX1 inh-2
COc1cc(/C=C(\NC(=O)c2ccccc2)C(=O)Nc2cccc(O)c2)c([N+](=O)[O-])cc1OC | 0.7 | 1.1 | -2.3 | -11.8 | -1.7 | -2.7 | -1.2 | -8.6 | -0.1 | 1.2 | 0.0
CN1CCN(c2nc(C(N)=O)cc(-c3ccccc3)n2)CC1 | -42.7 | 3.7 | 2.0 | -5.5 | -0.8 | -23.5 | -1.2 | -84.0 | -0.1 | -50.0 | -0.9
O=C(CCc1ccccc1)N[C@H]1[C@@H](O)CCC[C@]12C(=O)N(Cc1ccccc1)c1ccccc12 | 2.3 | -0.1 | . | -1.0 | -1.4 | 1.1 | 0.6 | -1.1 | . | -5.5 | -0.6
CCc1ccc(OCC(=O)Oc2ccc([N+](=O)[O-])cc2)cc1 | -0.6 | -1.3 | 1.3 | 2.4 | -0.2 | -0.4 | -0.7 | -2.5 | 0.6 | -1.9 | 0.5
COc1ccc(CNC(=O)C(=O)NC2CC(C)(C)NC(C)(C)C2)cc1 | 2.3 | 0.2 | 0.2 | -5.4 | 1.9 | 1.6 | -1.6 | 0.9 | -0.7 | -2.9 | 0.5
CCCN(CCC)c1ccc(/C=C/c2ccc3cc(OCC)ccc3n2)cc1 | -103.7 | 1.5 | -0.1 | 1.4 | 0.7 | -27.5 | -0.6 | -62.6 | 0.2 | -137.0 | -0.2
Cc1ccc(C)c2c(N)c3c(nc12)CCCCC3 (tested in a mixture with another compound) | -6.0 | 1.8 | 0.1 | 0.4 | 1.4 | -7.8 | -0.4 | -13.7 | -0.4 | -1.9 | 1.2
Cc1sc(N/N=C/c2ccco2)nc1-c1ccccc1 | -11.8 | 5.4 | -1.1 | 6.5 | 3.3 | 1.5 | 1.4* | -6.4 | -0.9 | -9.7 | -0.4
COCCN1C(=O)COc2ccccc2C1C(=O)NC1CCCC1 (configuration not stated) | 4.7 | -0.2 | . | 7.9 | -0.3 | 1.4 | -0.2 | -4.3 | . | 4.4 | 1.6
Cc1cccc(-n2c(=O)c3c(C)c(C)sc3n(CC(N)=O)c2=O)c1 | 0.6 | 1.9 | -1.2 | 2.2 | -1.4 | -4.2 | -0.5 | -4.4 | -0.4 | -7.1 | -1.0
CCOC(=O)C1=NOC(COc2ccccc2C=O)C1 (configuration not stated) | -1.9 | -0.3 | 0.0 | 1.2 | -0.2 | -6.1 | -1.8 | -8.8 | -0.6 | -5.8 | 0.2
COc1ccc(C(=O)NCCS(=O)(=O)N(C)C2CCCCC2)cc1 | 3.7 | -2.4 | -0.8 | 0.9 | -2.3 | -1.8 | -1.1 | 4.9 | -0.2 | 1.9 | -0.2
CCOC(=O)C1=C(C)NC(=O)NC1c1ccc(-c2ccc(Cl)cc2)o1 (configuration not stated) | -4.4 | -2.0 | 3.1 | -8.5 | -1.6 | -3.4 | -2.5 | 7.3 | 2.5 | -11.1 | 1.7
CCOC(=O)c1sc(NC(=O)Nc2ccccc2)cc1C | -4.4 | 16.9* | 3.3 | -26.8 | 5.5 | 9.2* | 0.5 | 9.0 | 0.5 | -8.9 | 3.2
COCc1c(C(=O)N/N=C(\C)c2ccc(Cl)s2)nnn1-c1nonc1N | 0.6 | 0.1 | -0.7 | 15.2 | -2.1 | -4.8 | -0.9 | 0.4 | -0.6 | -6.7 | -0.2
Cc1ccccc1OCc1nnc(SCC(=O)Nc2ccc3c(c2)oc2ccccc23)n1C | -4.2 | 0.2 | 1.5 | -1.3 | 0.0 | -4.4 | 0.0 | -8.8 | 1.8 | -4.6 | -0.1
C[C@H](CO)N1C[C@H](C)[C@@H](CN(C)Cc2ccc(-c3ccccc3)cc2)Oc2c(NS(=O)(=O)c3ccccc3)cccc2C1=O | 3.5 | -0.3 | -1.1 | -24.1 | 0.3 | 0.8 | -1.5 | 7.9 | -0.6 | 2.7 | 0.3
O=C(Nc1ccc(F)cc1)Nc1cccc(Br)c1 | 2.8 | 2.9 | 1.0 | -19.2 | -0.1 | 3.4 | -1.8 | 7.4 | . | -3.9 | -0.5
Cc1cc(C)c(C#N)c(N)n1 | -6.1 | -5.3 | 0.2 | 1.6 | 0.1 | -7.1 | -1.3 | -27.3 | 1.8 | -5.1 | 0.2
CC1(C(=O)Nc2cccc3ncccc23)CCN1C(=O)CCc1ccccc1 (configuration not stated) | -19.1 | -4.8 | 0.3 | 6.2 | -1.4 | -6.4 | -1.3 | -18.2 | . | -27.0 | -0.9
